Avidin fluor = avidin bead compound fluorescence profile; Avidin beads, compound fluorescence 488/530 nm, flow cytometry; hits give high values; fluorescence (KMESF) at 10 µM; actives 0.38% (n = 220,000); AID 1775; in the data active means fluorescence above about 47; further: inactives centre near 10
Rac1 act GTP bind = human Rac1 activated mutant GTP binding change. GST-Rac1 activated beads, fluorescent GTP binding, flow cytometry; actives lie on both sides; 100% means binding = to untreated wells. percent activity (GTP binding), % at 10 µM. actives 0.11% (n = 190,000);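 active means GTP binding at least 20 percentage points away from the 100% baseline, in either direction, so actives lie on both sides; inconclusive means Compound likely fluorescent itself, or too few beads counted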
Rac1 wt modul = alters GTP binding to wildtype human Rac1. P63000. GST-Rac1 beads, fluorescent GTP binding, flow cytometry; actives lie on both sides; 0 = cold GTP competed, 100 = untreated. GTP binding activity (% of control), % at 10 µM. actives 0.27% (n = 190,000). AID 757;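 active means GTP binding activity at least 20 points away from the 100% control level, either lower or higher; inconclusive means compound flagged as likely green fluorescent, judged across all proteins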
GSH fluor = GSH bead compound fluorescence profile. fluorescence (KMESF) at 10 µM. actives 0.25% (n = 190,000). GSH beads flow cytometry, compound fluorescence 488/530 nm; hits give high values. AID 1776; in the data active means fluorescence above about 89;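 further: glutathione beads carrying GST-tagged Bcl family fusion proteins plus one bare bead set; values are compound well signal with DMSO vehicle wells as background; inactives centre near 16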
Rab7 wt GTP bind = alters GTP binding to wildtype dog Rab7; AID 758; GST-Rab7 beads, fluorescent GTP binding, flow cytometry; actives lie on both sides; untreated = 100%, excess cold GTP = 0%; actives 0.055% (n = 190,000); GTP binding activity (percent of control), % at 10 µM;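 active means fluorescent GTP binding to Rab7 beads changed by at least 20 points from the 100% baseline, either direction, mostly lower; inconclusive means compound itself probably fluorescent, or too few beads counted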;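 further: median green fluorescence of bound Bodipy-FL-GTP per Rab7 bead population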
ABCB1 inh = blocks JC-1 efflux by human ABCB1 transporter; P08183; CCRF-Adr cells, flow cytometry; inhibition, % at 6.6 µM; actives 0.067% (n = 190,000); in the data active means inhibition above about 40%;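 further: 0% = vehicle and 100% = reference inhibitor; higher value means more JC-1 retained so stronger ABCB1 efflux block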
ABCG2 inh = blocks JC-1 efflux by human ABCG2 transporter | IgMXP3 cells, flow cytometry | actives 0.1% (n = 190,000) | Q9UNQ0 | inhibition, % at 6.6 µM;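 active means inhibition above 80%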;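 further: 0% = DMSO and 100% = nicardipine control wells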
Target sequence (Q9UNQ0 whole entry, looked up): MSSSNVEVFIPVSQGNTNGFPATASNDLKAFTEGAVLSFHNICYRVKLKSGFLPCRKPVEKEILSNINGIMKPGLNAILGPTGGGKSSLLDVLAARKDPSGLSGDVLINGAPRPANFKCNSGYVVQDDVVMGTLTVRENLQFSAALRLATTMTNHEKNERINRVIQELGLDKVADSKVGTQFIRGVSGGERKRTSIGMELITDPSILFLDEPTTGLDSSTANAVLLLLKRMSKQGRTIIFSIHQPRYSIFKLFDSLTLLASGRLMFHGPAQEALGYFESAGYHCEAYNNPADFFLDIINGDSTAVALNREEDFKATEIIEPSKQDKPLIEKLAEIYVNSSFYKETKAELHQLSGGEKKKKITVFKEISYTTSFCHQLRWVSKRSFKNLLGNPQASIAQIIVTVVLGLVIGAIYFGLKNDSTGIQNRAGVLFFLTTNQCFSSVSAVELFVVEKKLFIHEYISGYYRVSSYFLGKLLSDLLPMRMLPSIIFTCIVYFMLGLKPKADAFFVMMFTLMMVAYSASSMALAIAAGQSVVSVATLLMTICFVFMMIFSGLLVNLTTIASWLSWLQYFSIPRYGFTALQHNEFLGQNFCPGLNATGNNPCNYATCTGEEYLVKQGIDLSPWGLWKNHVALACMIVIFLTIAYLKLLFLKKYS
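material = IgMXP3 (ABCG2) plus far-red-tagged CCRF-Adr (ABCB1) cells | amount = 3 million cells/mL, equal mix of both lines | also added = JC-1 transporter substrate | dosing = one concentration, 6.6 µM final | schedule = 10 min at 25 °C | measured by = flow cytometric JC-1 green MFI at 530 nm | read-out basis = percent efflux inhibition, scaled nicardipine 100% to DMSO 0%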
HRas wt GTP bind = modulators of GTP binding to human HRas wildtype; actives 0.14% (n = 190,000); P01112; GST-Ras wt beads, Bodipy-FL-GTP binding, flow cytometry; actives lie on both sides; GTP binding activity, % at 10 µM;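 active means GTP binding activity at least 20% away from the 100% baseline, either lowered as inhibitor or raised as activator; inconclusive means flagged as likely green fluorescent, judged across all proteins in the well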;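 further: 0% = unlabeled GTP competition control and 100% = no-compound control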
Target sequence (P01112 whole entry, looked up): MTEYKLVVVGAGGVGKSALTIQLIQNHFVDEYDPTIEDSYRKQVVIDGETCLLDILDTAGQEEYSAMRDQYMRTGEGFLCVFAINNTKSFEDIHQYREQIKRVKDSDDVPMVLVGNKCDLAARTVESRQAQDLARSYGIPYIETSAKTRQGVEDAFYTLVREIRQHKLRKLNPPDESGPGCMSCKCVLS
Pf gamet viab = P. falciparum stage V gametocyte viability inhibition; P. falciparum stage V gametocytes, ATP luminescence, 24 h; inhibition, % at 10.9 µM; actives 0.065% (n = 150,000); AID 743093;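 active means inhibition above the mean plus 3 SD of compounds within the control limits, set per campaign, cut at about 38% in these data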;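 further: 0% = DMSO wells and 100% = medium only without gametocytes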
Rab2 wt GTP = changes GTP binding to wildtype dog Rab2A, up or down | P61105 | GST-Rab2 wt beads, Bodipy-GTP binding, flow cytometry | GTP binding activity, % at 10 µM | actives 0.19% (n = 190,000) | AID 760;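 active means GTP binding activity at least 20 points away from 100%, either lowered or raised; inconclusive means signal likely due to the compound's own green fluorescence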;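 further: 0% = beads with excess unlabeled GTP and 100% = no-compound control corrected for plate trend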
Cdc42 wt = modulators (inhibitors or activators) of GTP binding to human Cdc42 wildtype; AID 761; GST-Cdc42 beads, Bodipy-GTP binding, flow cytometry; actives lie on both sides; P60953; actives 0.2% (n = 190,000); percent activity (GTP binding), % at 10 µM;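 active means percent activity GTP binding at least 20 points away from the 100% baseline, either down as inhibitor or up as activator; inconclusive means compound flagged as likely green fluorescent from well-wide comparison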;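 further: median bead fluorescence of bound Bodipy-FL-GTP at 100 nM; 0% = excess unlabeled GTP control and 100% = no compound control; below 100% means less GTP binding so inhibitor and above means activator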
Target sequence (P60953 whole entry, looked up): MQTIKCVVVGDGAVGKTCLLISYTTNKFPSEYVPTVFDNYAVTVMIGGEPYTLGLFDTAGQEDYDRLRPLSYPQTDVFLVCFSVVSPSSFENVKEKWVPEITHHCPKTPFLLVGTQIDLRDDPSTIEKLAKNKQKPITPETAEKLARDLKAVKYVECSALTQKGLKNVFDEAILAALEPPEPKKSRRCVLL
Numbers without * were called inactive; ? = inconclusive; nt = not tested or not shown.

item	molecule	Cdc42 wt	ABCB1 inh	Pf gamet viab	ABCG2 inh	Rac1 wt modul	HRas wt GTP bind	GSH fluor	Rab2 wt GTP	Avidin fluor	Rac1 act GTP bind	Rab7 wt GTP bind
1	COC(=O)C(NC(=O)c1ccc(Cl)cc1)(Nc1nc(C)cs1)C(F)(F)F (stereo not given)	98.0	0.6	-2.0	6.3	98.0	98.0	13	99.0	25	98.0	97.0
2	O=C1CN(O)C=C2N=c3ccccc3=C2N1c1ccc([N+](=O)[O-])cc1	94.0	0.0	0.4	0.6	94.0	95.0	20	94.0	16	96.0	102.0
3	CCOC(=O)CSc1nnc(-c2ccoc2C)n1-c1ccc(C)cc1	99.0	0.7	8.6	0.9	102.0	100.0	16	100.0	8	100.0	94.0
4	COc1ccc(C(=O)NCC(=O)N2CCCCC2)cc1OC	100.0	-0.1	10.8	1.6	100.0	99.0	19	102.0	5	99.0	108.0
5	O=C(NCCN1C(=O)CCC1=O)c1ccncc1	103.0	0.0	-1.3	1.0	101.0	101.0	10	100.0	35	100.0	98.0
6	CCN1CCN(c2ncnc3c2sc(=S)n3-c2ccccc2)CC1	101.0	-3.1	nt	-3.8	106.0	102.0	20	101.0	5	101.0	97.0
7	CN1CCN(NC(=O)c2cc(-c3ccccn3)nc3ccccc23)CC1	94.0	-0.6	nt	-0.5	95.0	97.0	10	99.0	14	95.0	104.0
8	S=c1sc2c(Cl)ncnc2n1-c1ccccc1	94.0	0.6	4.2	14.4	101.0	96.0	11	96.0	12	94.0	101.0
9	CSc1cc(-c2ccc(Cl)cc2)n(Cc2ccccc2)c(=O)c1C#N	102.0	-0.2	1.8	0.1	111.0	96.0	12	100.0	9	98.0	103.0
10	Cc1cccc(-c2noc(CSc3ccccc3)n2)c1	99.0	0.5	nt	1.2	99.0	99.0	23	97.0	9	95.0	101.0
11	CC(=O)Nc1ccc(Nc2cc(C)nc3c(-c4ccc(Cl)cc4)c(C)nn23)cc1	101.0	0.7	6.1	1.4	103.0	104.0	10	101.0	4	102.0	105.0
12	CCOc1ccc(-n2cc(C(=O)N3CCN(C)CC3)c3cc(OC)c(OC)cc3c2=O)cc1	100.0	0.4	1.1	1.3	100.0	99.0	32	99.0	7	98.0	101.0
13	COC(=O)Cc1cc(=O)oc2cc(OC)ccc12	100.0	0.3	nt	2.1	100.0	98.0	12	97.0	9	97.0	100.0
14	CN(C)CCCNC(=O)CC(c1ccc(F)cc1)c1ccco1 (stereo not given)	109.0	0.3	nt	4.3	114.0	105.0	7	105.0	7	106.0	104.0
15	COc1ccc(S(=O)(=O)N2CCC(O)(c3cccnc3)CC2)cc1OC	98.0	-0.2	12.4	-0.9	96.0	94.0	11	97.0	12	95.0	96.0
16	CC(=O)NCC(=O)N1CCCC(C(=O)c2ccc(Oc3ccccc3)cc2)C1 (stereo not given)	98.0	0.2	14.6	-0.5	97.0	96.0	15	98.0	6	96.0	98.0
17	CCCCCCn1c(=O)c(F)cn(Cc2ccc(OC)c([N+](=O)[O-])c2)c1=O	95.0	-0.8	nt	4.0	97.0	96.0	31	95.0	6	94.0	96.0
18	Cc1cccc(C(=O)Nc2ccccc2C(=O)NCc2cccnc2)c1	102.0	0.5	-9.0	8.0	95.0	94.0	17	95.0	9	94.0	97.0
19	COc1ccc(C(=O)N2CCC(C(=O)Nc3cccc(C)c3)CC2)cc1OC	103.0	0.7	10.1	2.1	102.0	102.0	10	104.0	11	101.0	104.0
20	CCO[C@H]1OC(C(=O)N2CCN(C)CC2)=C[C@@H](c2ccc(Br)cc2)[C@@H]1CCCO	96.0	-0.5	nt	-1.1	97.0	98.0	20	100.0	6	98.0	104.0
21	Cc1c(NC(=S)Nc2cccc(Cl)c2)c(=O)n(-c2ccccc2)n1C	100.0	0.2	6.6	0.1	100.0	98.0	65	98.0	10	97.0	94.0
22	CCOC(=O)c1ccc(NC2c3ccccc3C(=O)N2c2cccnc2)cc1 (stereo not given)	99.0	-3.3	nt	-4.4	100.0	98.0	18	98.0	9	98.0	93.0
23	Cc1cc(C)nc(SCCC(=O)Nc2ccccc2Cl)n1	99.0	-0.3	2.9	-1.4	95.0	96.0	25	97.0	10	96.0	97.0
24	COc1cc(C(=O)Nc2nc3ccc(C)cc3s2)ccc1OCc1c(C)noc1C	100.0	0.3	-15.3	3.8	99.0	97.0	6	97.0	5	98.0	97.0
25	COC(=O)C1CCN(C(=O)C2CCCCC2)CC1	99.0	0.2	nt	-0.8	101.0	98.0	22	98.0	17	98.0	100.0

Arranged by formula weight (low to high): part of the list above
item	molecule	Cdc42 wt	ABCB1 inh	Pf gamet viab	ABCG2 inh	Rac1 wt modul	HRas wt GTP bind	GSH fluor	Rab2 wt GTP	Avidin fluor	Rac1 act GTP bind	Rab7 wt GTP bind
14	CN(C)CCCNC(=O)CC(c1ccc(F)cc1)c1ccco1 (stereo not given)	109.0	0.3	nt	4.3	114.0	105.0	7	105.0	7	106.0	104.0
23	Cc1cc(C)nc(SCCC(=O)Nc2ccccc2Cl)n1	99.0	-0.3	2.9	-1.4	95.0	96.0	25	97.0	10	96.0	97.0
22	CCOC(=O)c1ccc(NC2c3ccccc3C(=O)N2c2cccnc2)cc1 (stereo not given)	99.0	-3.3	nt	-4.4	100.0	98.0	18	98.0	9	98.0	93.0

Molecules above with two or more sulfur atoms:
item	molecule	Cdc42 wt	ABCB1 inh	Pf gamet viab	ABCG2 inh	Rac1 wt modul	HRas wt GTP bind	GSH fluor	Rab2 wt GTP	Avidin fluor	Rac1 act GTP bind	Rab7 wt GTP bind
6	CCN1CCN(c2ncnc3c2sc(=S)n3-c2ccccc2)CC1	101.0	-3.1	nt	-3.8	106.0	102.0	20	101.0	5	101.0	97.0
8	S=c1sc2c(Cl)ncnc2n1-c1ccccc1	94.0	0.6	4.2	14.4	101.0	96.0	11	96.0	12	94.0	101.0

The list goes on.
item	molecule	Cdc42 wt	ABCB1 inh	Pf gamet viab	ABCG2 inh	Rac1 wt modul	HRas wt GTP bind	GSH fluor	Rab2 wt GTP	Avidin fluor	Rac1 act GTP bind	Rab7 wt GTP bind
26	Clc1ccc(Cc2ccc(SCc3ccccc3)nn2)c(Cl)c1	103.0	0.2	-18.9	0.9	104.0	103.0	22	103.0	17	101.0	105.0
27	Cc1ccccc1NC(NC(=O)c1cccs1)C(Cl)(Cl)Cl (stereo not given)	94.0	1.2	nt	14.9	90.0	94.0	40	92.0	10	91.0	95.0
28	COc1ccc(C(=O)Nc2ccc(-c3cn4ccsc4n3)cc2)cc1S(=O)(=O)N1CCOCC1	99.0	-0.4	5.3	-1.1	97.0	97.0	4	98.0	nt	99.0	98.0
29	CCn1c(=O)cc(OCC(=O)Nc2ccc(OC)c(OC)c2)c2ccccc21	99.0	0.0	nt	11.1	105.0	98.0	13	95.0	10	99.0	93.0
30	COCC(=O)Nc1ccc(F)cc1	97.0	0.3	-20.6	2.3	99.0	95.0	20	96.0	9	97.0	94.0
31	CSc1nc2ccc(Nc3nc(N4CCOCC4)nc(N4CCOCC4)n3)cc2s1	102.0	1.2	12.1	7.4	105.0	99.0	12	99.0	9	101.0	96.0
32	O=C(CC(=O)c1ccccc1)Nc1cccnc1Cl	102.0	-0.6	9.0	-3.2	101.0	101.0	6	98.0	1	102.0	101.0
33	CCCc1ccc(OCc2ccc(C(=O)O)o2)c(OC)c1	98.0	0.7	nt	5.6	102.0	100.0	31	99.0	13	99.0	97.0
34	CCS(=O)(=O)N1CCN(c2ccc([N+](=O)[O-])c(NC(C)c3ccccc3)c2)CC1 (stereo not given)	90.0	3.6	-16.9	9.7	91.0	92.0	33	93.0	7	91.0	91.0
35	COC(=O)c1c(NC(=O)COc2ncnc3ccccc23)sc(C)c1C	101.0	1.6	-2.3	16.9	104.0	101.0	6	100.0	11	99.0	100.0
36	COC(=O)C1=C(C)N(C)C(C)=C(C(=O)OC)C1c1ccccc1C	103.0	1.3	-13.7	2.5	101.0	101.0	25	101.0	8	100.0	97.0
37	COc1cc2c(cc1O)C(Cc1ccc(O)cc1)NCC2 (stereo not given)	102.0	1.6	nt	1.0	107.0	104.0	16	103.0	7	98.0	101.0
38	COc1ccc(/C=C/C(=O)Nc2ccccc2C(F)(F)F)cc1OC	?	0.4	18.7	3.2	?	?	12	?	35	?	?
39	NC(=O)C1CCN(C(=O)C2CCN(S(=O)(=O)c3ccccc3)CC2)CC1	101.0	-0.1	nt	0.0	107.0	101.0	23	100.0	8	99.0	104.0
40	CCCCCCSc1nsc(NC(C)=O)n1	107.0	0.2	nt	1.5	103.0	106.0	20	105.0	8	100.0	103.0
41	CCCCCN=CC1=C(O)CC(c2ccccc2)CC1=O (stereo not given)	99.0	1.0	-6.4	4.0	99.0	99.0	12	100.0	6	96.0	104.0
42	COC(=O)CN(c1ccc2c(c1)OCCO2)S(=O)(=O)c1ccccc1	104.0	0.8	20.8	2.0	103.0	105.0	10	105.0	14	102.0	106.0
43	O=C(NCCCn1ccnc1)c1ccc(S(=O)(=O)N2CCCCCC2)cc1	102.0	0.6	-0.7	0.9	102.0	99.0	12	98.0	24	98.0	94.0
44	COc1cc(/C=N/NC(N)=S)ccc1OCC(=O)Nc1ccc(C)c(C)c1	100.0	0.1	nt	0.2	104.0	104.0	12	102.0	9	99.0	102.0
45	S=c1[nH]nc(-c2ccccc2)n1Cc1ccccc1	105.0	0.0	nt	0.3	104.0	104.0	25	106.0	10	100.0	99.0
46	O=C(CC1(O)C(=O)N(C/C=C/c2ccccc2)c2ccccc21)c1ccccn1 (stereo not given)	94.0	0.1	-34.0	0.4	95.0	97.0	38	97.0	4	98.0	99.0
47	CC(C)CNC(=O)COC(=O)/C=C/c1ccccc1[N+](=O)[O-]	100.0	0.6	nt	9.9	99.0	102.0	13	99.0	17	96.0	98.0
48	Cc1cccc(N2CCN(CC(=O)Nc3nccs3)CC2)c1C	102.0	0.6	5.9	3.1	104.0	104.0	19	103.0	7	101.0	102.0
49	Cc1ccc(S(=O)(=O)N(CC#N)CC#N)cc1	97.0	0.0	13.3	0.4	101.0	98.0	11	96.0	14	99.0	98.0
50	CCOC(=O)C1=C(CNCc2ccc(F)cc2)NC(=O)NC1c1cccc([N+](=O)[O-])c1 (stereo not given)	96.0	2.0	16.1	4.4	104.0	101.0	27	99.0	10	96.0	105.0
51	O=C(Nc1cccc(S(=O)(=O)N2CCOCC2)c1)c1ccc(Cl)c([N+](=O)[O-])c1	97.0	0.8	18.0	6.9	96.0	98.0	61	99.0	25	93.0	103.0
52	COC(=O)c1cccnc1NC(=S)NNC(=O)c1ccccc1	100.0	-0.3	-11.7	-0.1	101.0	98.0	15	100.0	3	100.0	99.0

Screening results from PubChem BioAssay.
